Apoferritin bind = binds horse apoferritin like a general anesthetic. P02791. apoferritin/1-aminoanthracene competitive binding, fluorescence. Potency, µM (titrated, usually from 77.5 µM), for the others: top-dose activity change, negative = displacement, actives largely listed as inhibitors. 350,000 tested, 0.074% active. AID 485281; note: potency is the fitted concentration of half-maximal effect; % is set by controls: 0 for no effect and ±100 for the full control effect; nearly all actives have a fitted effect of over 20% in size
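Steps: apoferritin (10 uM) was premixed with half-saturated 1-AMA in PBS, compounds were pin-transferred, plates stood 10 min at room temperature, fluorescence was read at 380/535 nm, and curves were fitted with a Hill equation.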
Pol beta inh = blocks human DNA polymerase beta activity; P06746; AID 485314; Pol beta primer extension/strand displacement, fluorescence kinetic; Potency, µM (top dose mostly 114 µM), for inactives: at the highest dose activity change, negative = inhibition, hits mostly inhibitors; 340,000 tested, 1.3% active; note: potency is the fitted concentration of half-maximal effect; % is set by controls: 0 for no effect and ±100 for the full control effect
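Human Pol beta at 10 nM; strand-displacement substrate 50 nM final. Compound exposure 15 min at room temperature before start, reaction 10 min at room temperature.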
Pol eta inh = inhibitors of human DNA polymerase eta. Q9Y253. recombinant Pol eta, fluorescent DNA replication assay. Potency, µM (highest dose often 114 µM), inactives show at the highest dose activity change, negative = inhibition, actives largely listed as inhibitors. 390,000 tested, 1.2% active; note: potency is the fitted concentration of half-maximal effect; % is set by controls: 0 for no effect and ±100 for the full control effect
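Pol eta at 10 nM preincubated with compounds 15 min at room temperature; reaction started with fluorescent substrate (50 nM final) and read kinetically at 0 and 10 min.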
BLM inh = Bloom syndrome helicase (human) inhibition. recombinant BLM DNA unwinding, fluorescence dequenching. Potency, µM (doses to about 56.1 µM), without a hit: top-dose activity change, negative = inhibition, most hits filed as inhibitors. 350,000 tested, 0.2% active;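 note: potency is the fitted concentration of half-maximal effect; plate controls were vehicle for no effect and no enzyme for full effect; nearly all actives have a fitted effect of over 35% in size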
Tb PGK inh = blocks T. brucei phosphoglycerate kinase. PGK/GAPDH coupled, Kinase-Glo luminescence, 60 min. Potency, µM (doses to about 57.5 µM), without a hit: at the highest dose activity change, negative = inhibition, usual class: inhibitors. 380,000 tested, 0.043% active. AID 602233; note: potency is the fitted concentration of half-maximal effect; % is set by controls: 0 for no effect and ±100 for the full control effect; nearly all actives have a fitted effect of over 60% in size
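Luminescent ATP detection (Kinase-Glo Plus) follows a 60-minute room-temperature incubation, with wells lacking PGK as controls. Buffer: 100 mM TEA (pH 7.6), 5 mM MgCl2, 0.01% Tween-20. Coupling enzyme GAPDH (100 nM final) supplies unstable 1,3-BPG in-well.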
POLI inh = DNA polymerase iota (human) inhibition. 390,000 tested, 1% active. Potency, µM (titrated, usually from 115 µM), for inactives: top-dose activity, negative = inhibition, usual class: inhibitors. Pol iota fluorescent replication assay, 10 min. AID 588590. Q9UNA4; note: potency is the fitted concentration of half-maximal effect
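Fluorescent replication assay read twice, at 0 min and 10 min after adding 50 nM (final) substrate. Enzyme (10 nM) and compounds were first incubated 15 min at room temperature; enzyme-free buffer wells were negative controls.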
APE1 inh = APE1 (human) endonuclease inhibition. P27695. recombinant APE1, TAMRA/BHQ-2 abasic DNA cleavage fluorescence. Potency, µM (highest dose often 65.8 µM), for inactives: at the top dose activity change, negative = inhibition, most hits filed as inhibitors. 350,000 tested, 0.35% active. AID 2517;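 note: potency is the fitted concentration of half-maximal effect; plate controls were vehicle for no effect and reference inhibitor for full effect; nearly all actives have a fitted effect of over 55% in size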
Target sequence (P27695 whole entry, looked up): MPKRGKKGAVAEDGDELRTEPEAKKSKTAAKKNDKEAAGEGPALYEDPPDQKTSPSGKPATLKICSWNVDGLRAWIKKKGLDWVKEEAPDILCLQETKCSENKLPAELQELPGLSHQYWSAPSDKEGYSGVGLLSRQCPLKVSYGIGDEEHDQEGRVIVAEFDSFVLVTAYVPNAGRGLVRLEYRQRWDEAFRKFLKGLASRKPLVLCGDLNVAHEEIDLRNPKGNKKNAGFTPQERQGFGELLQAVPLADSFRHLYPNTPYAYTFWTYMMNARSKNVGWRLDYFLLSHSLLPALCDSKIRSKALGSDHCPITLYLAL
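0.75 nM APE1 + cpd, 15 min RT; start w/ 50 nM TAMRA/BHQ-2 THF-abasic dsDNA; kinetic fluor 525/598 nm ×3 reads @60 s; Δ(read3−read1); normalized to DMSO and NSC13755 control wells.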
Pol kappa inh = inhibitors of human DNA polymerase kappa. Q9UBT6. purified Pol kappa, fluorescent DNA synthesis assay, 10 min. Potency, µM (highest dose often 107 µM), without a hit: at the top dose activity, negative = inhibition, actives largely listed as inhibitors. 400,000 tested, 0.53% active. AID 588579; note: potency is the fitted concentration of half-maximal effect; % is set by controls: 0 for no effect and ±100 for the full control effect
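Here, compound and 10 nM enzyme are combined for 15 min at room temperature; adding 50 nM substrate (final) starts DNA synthesis, tracked by fluorescence at 0 and 10 min against buffer-only wells.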
RXFP1 antag = antagonists of human relaxin receptor RXFP1 | Q9HBX9 | HEK293-RXFP1, relaxin-stimulated cAMP HTRF, 30 min; active compounds read low | activity change, negative = inhibition, % at 57.5 µM | 350,000 tested, 0.59% active;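 active = activity change of -60% or lower, but not beyond a set lower limit; inconclusive = change between -60% and -40%, or beyond the set limit; inactive = change above -40%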; note: % is set by controls: 0 for no effect and ±100 for the full control effect
Target sequence (Q9HBX9 whole entry, looked up): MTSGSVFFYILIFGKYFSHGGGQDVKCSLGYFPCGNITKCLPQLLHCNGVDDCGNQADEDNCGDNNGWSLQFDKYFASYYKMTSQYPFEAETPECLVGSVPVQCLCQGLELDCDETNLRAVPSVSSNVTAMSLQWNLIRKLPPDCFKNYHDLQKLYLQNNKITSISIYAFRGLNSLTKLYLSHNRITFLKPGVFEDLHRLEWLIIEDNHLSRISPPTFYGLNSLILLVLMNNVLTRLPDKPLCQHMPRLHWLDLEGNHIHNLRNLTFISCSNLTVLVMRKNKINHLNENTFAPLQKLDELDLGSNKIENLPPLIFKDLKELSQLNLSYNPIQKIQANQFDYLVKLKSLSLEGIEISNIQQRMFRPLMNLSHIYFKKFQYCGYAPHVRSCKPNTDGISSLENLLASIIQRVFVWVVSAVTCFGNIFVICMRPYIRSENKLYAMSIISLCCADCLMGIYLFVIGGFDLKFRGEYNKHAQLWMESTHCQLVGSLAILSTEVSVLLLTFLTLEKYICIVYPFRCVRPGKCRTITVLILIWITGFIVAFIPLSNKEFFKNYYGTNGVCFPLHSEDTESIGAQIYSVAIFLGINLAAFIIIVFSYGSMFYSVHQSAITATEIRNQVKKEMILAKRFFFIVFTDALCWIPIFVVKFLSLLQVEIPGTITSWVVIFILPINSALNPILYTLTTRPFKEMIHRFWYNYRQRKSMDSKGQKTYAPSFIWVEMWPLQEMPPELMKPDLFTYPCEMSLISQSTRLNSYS
* marks the source's active call; other numbers are inactive results; i = inactive; u = inconclusive; x = not tested or not shown; & = joins results of further samples; [ ] = remark or other dose. Unless noted, calls come from the whole dose curve; as a rule, active = well fitted curve in the direction sought with a large enough effect; inconclusive = small, poorly fitted or top-dose-only effect, or another doubt; inactive = no such curve, though single readings can be large; an effect the other way counts as inactive or inconclusive.

Below each compound – Tb PGK inh	BLM inh	RXFP1 antag	Apoferritin bind	Pol eta inh	Pol kappa inh	POLI inh	Pol beta inh	APE1 inh
1: Cc1ccc(-n2c(-c3cccc(C)c3)nc3c(cnn3-c3ccccc3)c2=O)cc1
→ -2%	-9%	-11	u	-3%	0%	u	16%	x
2: COc1ccc2[nH]c(=O)c(CN(Cc3cccs3)C(=S)Nc3cccc(C)c3)cc2c1
→ 9%	-5%	-5	1%	-16%	-16%	-9%	-4%	6%
3: CCn1cc(CN2CCN(C)C(CCO)C2)c2ccccc21 (stereo not given)
→ 2%	1%	-2	0%	-17%	-3%	59%[activator]	4%	3%
4: CC1CCCCN1CCCNC(=O)c1ccc2nc(N3CCCCC3)sc2c1 (stereo not given)
→ -4%	-12%	x	-22%	-19%	3%	15%	64%	-7%
5: CCc1ccc(NC(=O)C(C)OC(=O)/C=C/c2ccc(O)c(OC)c2)cc1 (stereo not given)
→ -9%	x	-26	x	-8%	-11%	38%[activator]	x	-5%
6: CCN1C(=O)[C@@H]2[C@@H](c3ccc(-c4ccc(Cl)c(Cl)c4)cc3)N3CCC[C@@]3(C(=O)OC)[C@@H]2C1=O
→ 4%	x	x	x	-11%	-27%	25%	x	-22%
7: Cc1nc(-c2cccc(NC(=O)c3cccc(S(=O)(=O)N4CCCC4)c3)c2)cs1
→ -7%	x	-11	x	-9%	10%	2%	x	-15%
8: O=C(CN1CCCC1)Nc1ccc(OC(F)(F)F)cc1
→ i	-8%	-2	-16%	-14%	-2%	73%[activator]	10%	8%
9: O=C(Nc1nnc(S(=O)(=O)N2CCCC2)s1)c1ccccc1Br
→ -11%	-2%&-6%	-13	-11%&-1%	-8%&-3%	4%&-26%	-24%&-15%	0%&2%	0%
10: Cc1ccc(S(=O)(=O)N(CC(=O)O)c2ccc(Cl)c(C(F)(F)F)c2)cc1
→ -5%	-4%	-21	-5%	-4%	-6%	97%[activator]	-15%	6%
11: CS(=O)(=O)c1ccc2nc(NC(=O)C3COc4ccccc4O3)sc2c1 (stereo not given)
→ 3%	1%	3	-19%	15%	u	-18%	-1%	-11%
12: O=C1CN(C(=O)COC(=O)Cc2ccsc2)c2ccccc2N1
→ i	-1%	-8	0%	2%	-13%	10%	23%	-3%
13: CC(C)=CCOc1cc2oc(=O)ccc2cc1O
→ x	-1%	x	1%	x	u	x	x	u
14: Cc1ccsc1-c1nc(CSCC(=O)NCc2ccc3c(c2)OCO3)c(C)o1
→ -5%	3%	0	-14%	-4%	-5%	0%	19%	-9%
15: COc1cc2ccccc2cc1C(=O)Nc1ccc(N2CCN(C)CC2)cc1
→ 3%	-5%	-10	-9%	-1%	-13%	14%	-23%	-6%
16: O=C1CSC(c2ccccc2)N1c1cccnc1 (stereo not given)
→ -4%	-4%	7	-4%	0%	-4%	90%[activator]	6%	0%
17: O=C(NCCNC(=O)C1CC2CCC1C2)C1CC2CCC1C2 (stereo not given)
→ 2%	0%	3	-3%	-8%	-11%	12%	u	0%
18: O=C(O)C1CC=CCC1C(=O)Nc1ccccc1C(=O)N1CCN(c2ccc(F)cc2)CC1 (stereo not given)
→ -5%	2%	24	-9%	-12%	-11%	18%	0%	13%
19: COC(=O)C1=C(C)NC(=O)CC1c1ccccc1 (stereo not given)
→ i	3%	2	2%	-3%	-6%	13%	5%	3%
20: O=c1c(N2CCN(c3cccc(Cl)c3)CC2)csc2ccc(Cl)cc12
→ 0%	-5%	-24	u	-22%	-7%[60.1 µM]	15%	2%	x
21: CN(C)C(=O)Cn1c(SCC(=O)N2CCCc3ccccc32)nc2ccccc21
→ -7%	-2%	5	-9%	-8%	-6%	-2%	32%	18%
22: CC(C)NC(=O)CC1(C(=O)NCc2ccc(Cl)cc2)CCCC1
→ -7%	-1%	2	4%	3%	-10%[60.1 µM]	-14%	49%	-9%
23: COc1ccc(N2CCN(C(=O)c3ccccc3N(C)S(=O)(=O)c3ccccc3)CC2)cc1
→ -3%	0%	2	u	-13%	0%	-11%	-15%	1%
24: O=C(NCC(c1ccco1)N1CCc2ccccc2C1)C(=O)Nc1ccc(F)cc1F (stereo not given)
→ -2%	x	-14	x	-18%	-25%	8%	x	-14%
25: Cc1cc(C)n(CC(=O)n2nc(C)cc2C)n1
→ -5%	0%	7	-8%	-10%	0%	u	2%	2%
26: O=C(O)/C=C/C(=O)Nc1cccnc1
→ i	3%	-4	1%	-14%	-2%	94%[activator]	-1%	4%
27: CN(C)c1nc(Nc2ccccc2)nc(Oc2ccc(=O)[nH]n2)n1
→ -3%	5%	-3	-2%	9%	-12%	9%	49%	18%
28: CCOc1ccc(/C=C/C(=O)N2CCOCC2)cc1OC
→ -1%	-2%	8	0%	-3%	-17%	7%	-11%	50%[activator]
29: Cc1cc(C)c2c(N)c(C(=O)NN)sc2n1
→ 0%	2%	-11	-8%	-23%	-6%	u	2%	-9%
30: NC(=O)CN1C(=O)/C(=c2\sc3nc(=O)c(Cc4ccccc4)nn3c2=O)c2ccccc21
→ -2%	0%	-6	-13%	-12%	-10%	u	-1%	2%
31: O=C(COC(=O)c1ccccc1)NCCC1=CCCCC1
→ -5%	-2%	-11	u	-9%	-4%	33%[activator]	-12%	-1%
32: O=C(NCc1cccnc1)Nc1cccc(NC(=O)NCc2cccnc2)c1F
→ 0%	2%	19	-3%	-2%	-2%	25%	-11%	1%
33: O=C(Cc1ccccc1)Nc1c2c(nn1-c1cccc(Cl)c1)CS(=O)(=O)C2
→ -5%	-2%	-18	-10%	-6%	-3%	-13%	8%	3%
34: CC(=O)Nc1ccc(S(=O)(=O)NC(C)C(=O)NC(C)c2ccccc2)cc1 (stereo not given)
→ -4%	-4%	-39	-6%	0%	-9%	6%	15%	-2%
35: O=S(=O)(c1cccc(-c2nnc(-c3ccc(Br)cc3)o2)c1)N1CCCCCC1
→ -12%	-1%	-15	-12%	-13%	0%	9%	3%	4%
36: COc1cc(NC(=O)CNc2cccc(S(=O)(=O)N3CCCC3)c2)cc(OC)c1
→ -9%	-2%	8	-9%	-22%	12%	2%	-15%	4%
37: Cn1c(=O)c2c(nc(SCc3ccccc3F)n2C)n(C)c1=O
→ -1%	1%	8	-10%	8%	-6%	115%[activator]	56%[activator]	-14%
38: COc1ccccc1N1CCN(C2CCN(C(=O)c3cccc(F)c3)CC2)CC1
→ 11%	2%	-9	-2%	-15%	-10%	17%	49%	18%
39: Cc1ccc(C(=O)Nc2cccnc2)cc1[N+](=O)[O-]
→ -8%	-5%	-6	-4%	-13%	5%[60.1 µM]	-3%	-1%	1%
40: COC(=O)CCCC[C@H]1SC[C@H]2NC(=O)N[C@]21O
→ x	-2%	x	1%	x	x	x	0%	-4%

Fetched by compound from above (three):
Below each compound – Tb PGK inh	BLM inh	RXFP1 antag	Apoferritin bind	Pol eta inh	Pol kappa inh	POLI inh	Pol beta inh	APE1 inh
33: O=C(Cc1ccccc1)Nc1c2c(nn1-c1cccc(Cl)c1)CS(=O)(=O)C2
→ -5%	-2%	-18	-10%	-6%	-3%	-13%	8%	3%
37: Cn1c(=O)c2c(nc(SCc3ccccc3F)n2C)n(C)c1=O
→ -1%	1%	8	-10%	8%	-6%	115%[activator]	56%[activator]	-14%
40: COC(=O)CCCC[C@H]1SC[C@H]2NC(=O)N[C@]21O
→ x	-2%	x	1%	x	x	x	0%	-4%

(list continues)
Below each compound – Tb PGK inh	BLM inh	RXFP1 antag	Apoferritin bind	Pol eta inh	Pol kappa inh	POLI inh	Pol beta inh	APE1 inh
41: CN(C)c1ccc(NC(=O)CN2C3CCCC2CC(NC(=O)c2ccccc2)C3)cc1 (stereo not given)
→ -2%	-4%	4	-4%	-20%	-7%	7%	4%	-9%
42: CCSc1nnc(NC(=O)NCC(F)(F)F)s1
→ -4%	-4%	6	0%	7%	-14%	3%	13%	14%
43: COc1ccc(NS(=O)(=O)c2cccc(C(=O)O)c2)cc1S(=O)(=O)N1CCCCC1
→ 0%	x	10	x	-1%	-8%	u	x	1%
44: COc1cc(/C=C2/N=C(c3ccccc3)OC2=O)c(F)cc1OCc1ccccc1
→ -4%	x	x	x	1%	-6%	-7%	x	x
45: CSc1cccc(N2C(=O)N(CC(=O)NCc3ccccc3Cl)c3ccccc3S2(=O)=O)c1
→ 6%	-9%	x	40%[activator]	-3%	-14%[60.1 µM]	12%	-1%	x
46: CCOc1ccc(CCNC(=O)c2cccc(C#N)c2)cc1OCC
→ 12%	-1%	-8	-4%	-6%	2%	125%[activator]	-4%	20%
47: CCN(Cc1cc(=O)[nH]c2ccccc12)C(=O)C(C)C
→ 12%	-3%	4	-14%	-6%	0%	9%	5%	-10%
48: Cc1sc2nc(SCC(=O)NCCOCCO)n(C)c(=O)c2c1C
→ i	4%	12	-6%	-4%	0%	-1%	91%	12%
49: CC(C)CN(CCNC(=O)CN1N=C(c2ccc(Cl)cc2)CCC1=O)CC(C)C
→ -11%	0%	-5	-12%	-24%	1%	-8%	5%	-9%
50: CC1=C(C(=O)OC2CCCCC2)C(c2cccnc2)n2ncnc2N1 (stereo not given)
→ -9%	-1%	x	-5%	-1%	-3%	22%	1%	-4%
51: CCC(C(=O)O)P(=O)(c1ccc(Cl)cc1)c1ccc(Cl)cc1 (stereo not given)
→ 4%	2%	-11	-4%	-14%	2%	-8%	6%	19%
52: COc1ccc(N2CCN(C(=O)Cc3csc(NC(=O)Nc4ccccc4OC)n3)CC2)cc1
→ -1%	x	-25	x	-24%	-8%	12%	x	11%
53: COc1ccccc1CCCNC(=O)C1CCC(=O)N(CCc2ccc(Cl)cc2)C1 (stereo not given)
→ -1%	-6%	-7	-15%	-4%	-5%	14%	16%	11%
54: Cc1ncc(CO)c(/C=N/NC(=O)c2ccc(O)cc2)c1O
→ 3%	-3%	8	686%[activator]	-21%	-7%	0%	6%	3%

From PubChem BioAssay

This is a subset, so the mix of outcomes need not match the whole.
